COUP-TFII inh: NR2F2 transcriptional activity inhibitors, primary screen, cell-based, luciferase reporter, HEK293T, luminescence | COUP transcription factor 2 (Homo sapiens), P24468 | HEK293T NGFI-A luciferase reporter | hit rate 0.7% among 370,000 | AID 686940, 2013 | inhibition, % at 8.6 µM;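 active means inhibition above a per-plate cutoff, mean inhibition of test wells between control levels plus 3 SD, cut at about 38% in these data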;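 further: cells cotransfected with COUP-TFII expression vector driving the NGFI-A reporter; 0% = median of COUP-TF2 test wells and 100% = reporter-only cells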
NCOA1 inh: SRC1 coactivator transcriptional activity inhibitors, primary screen, cell-based, luminescence; Nuclear receptor coactivator 1 (Homo sapiens), Q15788; HEK293 GAL4-SRC1 luciferase reporter; inhibition, % at 3.6 µM; hit rate 0.12% among 360,000; AID 588354, 2011;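 active means inhibition above the campaign mean plus 3 SD, with each screening campaign given its own cutoff, cut at about 60% in these data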;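 further: 0% = DMSO treated cells and 100% = gossypol at 36 µM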
TLR9-MyD88 block: inhibitors of TLR9-MyD88 association in cells, primary screen, cell-based, CHO, BLA complementation, fluorescence | Toll-like receptor 9 (Homo sapiens) + Myeloid differentiation primary response protein … | CCF4 FRET ratio | inhibition, % at 4.98 µM | hit rate 0.21% among 340,000 | AID 504734, 2011;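 active means inhibition above the mean over all tested compounds plus 3 SD, cut at about 21% in these data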;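 further: 0% = DMSO only wells and 100% = clavulanate BLA inhibitor control wells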
LRH-1 inv ag: LRH-1 (NR5A2) inverse agonists, primary screen, cell-based, luminescence, HEK293T, StAR-luciferase reporter. Nuclear receptor subfamily 5 group A member 2 (Homo sapiens), O00482. LRH-1 transfected, 24 h. inhibition, % at 3.6 µM. hit rate 0.13% among 360,000. AID 602396, 2012;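 active means inhibition above the mean inhibition of all tested compounds plus 3 SD, cut at about 73% in these data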;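 further: 0% = DMSO wells and 100% = reporter-only cells lacking LRH-1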
NOD2-RIPK2 inh: NOD2-RIPK2 binding disruptors in cells, primary screen, fluorescence, CHO cells, BLA complementation | Receptor-interacting serine/threonine-protein kinase 2 (Homo sapiens), O43353 | CCF4 ratio | inhibition, % at 4.98 µM | hit rate 0.38% among 360,000; in the data active means inhibition above about 21%;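 further: 0% = vehicle only and 100% = reference blocker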
C8 TRAIL sens: viability loss with TRAIL in NB7+C8 cells, primary screen, TRAIL sensitizer project, cell-based, ATPlite luminescence. hit rate 1% among 360,000. inhibition (viability loss, TRAIL sensitization), % at 10 µM;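 active means compounds causing at least 50% loss of cell viability in the single-dose screen, relative to plate controls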
Vif imaging: HIV Vif self-association inhibitors, primary screen, imaging, HEK293T, single point. HEK293T cells, Vif self-association by quenched fluorescence, 24 h. inhibition, % at 7.49 µM. hit rate 0.35% among 340,000. AID 602346, 2012; in the data active means inhibition above about 50%, passing the limit was not always enough; further: some results filed as inactive read as strong as hits
SRC2 inh: inhibition of GAL4-SRC2 driven luciferase reporter, primary screen, SRC2 inhibitor project, cell-based, luminescence. Nuclear receptor coactivator 2 (Homo sapiens), Q15596. HEK293 GAL4-SRC2 luciferase reporter. inhibition, % at 9 µM. hit rate 0.17% among 370,000;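 active means inhibition above the mean inhibition of all tested compounds plus 3 SD, set per campaign, cut at about 52% in these data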;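 further: 0% = DMSO treated cells and 100% = cells given Gossypol at 36 µM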
LMP1 NFkB inh: EBV LMP1-driven NF-kappaB luciferase reporter inhibitors, primary screen, cell-based, luminescence, single point; LMP1-induced NF-kappaB luciferase reporter cells; inhibition, % at 12.5 µM; hit rate 0.69% among 350,000; in the data active means inhibition above about 41%;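 further: 0% = neutral control wells and 100% = reference inhibitor control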
SRC3 inh: SRC3 coactivator transcriptional activity inhibitors, primary screen, cell-based, luminescence; Nuclear receptor coactivator 3 (Homo sapiens), Q9Y6Q9; HEK293 GAL4-SRC3 luciferase reporter; inhibition, % at 3.6 µM; hit rate 0.17% among 360,000;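 active means inhibition above a per-campaign cutoff, the mean of all compounds plus 3 SD, cut at about 60% in these data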;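 further: 0% = DMSO-treated cells and 100% = gossypol-treated cells at 36 µM; higher means less SRC3-driven luciferase light from the GAL4 reporter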
TROY NFkB inh: inhibitors of TROY-driven NF-kB signaling, primary screen, Q293 LMP1-TROYcd cells, NF-kB luciferase, uHTS; inhibition, % at 10 µM; Q293 LMP1-TROYcd NF-kB luciferase reporter, 4 h; AID 1347056, 2019; hit rate 0.98% among 360,000;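 active means compounds whose plate-normalised and pattern-corrected inhibition of the luciferase reporter signal at the single screening dose is 50% or more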
* = called active by the depositor; i = inactive; x = no result given.

SMILES	COUP-TFII inh	NCOA1 inh	TLR9-MyD88 block	LRH-1 inv ag	NOD2-RIPK2 inh	C8 TRAIL sens	Vif imaging	SRC2 inh	LMP1 NFkB inh	SRC3 inh	TROY NFkB inh
O=C(NNC(=O)c1ccccc1Br)c1cccs1	5	-29	-6	-15	-1	2	4	-20	-15	-20	-38
O=S(=O)(Nc1ccc(-c2cn3ccsc3n2)cc1)c1ccc2c(c1)OCCO2	7	-13	1	-8	4	4	-1	1	-2	-19	-21
O=C(COC(=O)c1cnc(Cl)c(Cl)c1)NCc1ccc2c(c1)OCO2	-28	-46	-4	13	-4	12	-7	-9	7	11	10
CCCOC(=O)Nc1cccc(C(C)=O)c1	-3	-76	9	-15	2	6	-5	-15	3	4	-12
CN(C)CCCn1c(=S)[nH]c2ccccc2c1=O	2	6	-1	14	-4	-8	4	-20	0	-2	9
C[C@H](NC(=O)[C@@H]1CCCN1C(=O)[C@@H]1CCCN1C(=O)c1cccc(Cl)c1)c1ccccc1	5	x	x	-12	1	7	x	4	x	x	-2
Cc1cc(C)n2nc(CC(=O)NNC(=O)COc3ccccc3)nc2n1	-3	-3	-6	11	-8	-7	-6	-18	-1	2	1
Cc1nc(-c2cccc(NC(=O)c3ccco3)c2)cs1	9	-23	-10	-35	-11	-2	-9	-18	-13	6	-32
COC(=O)/C(=C/Nc1ccc(O)cc1)[N+](=O)[O-]	17	10	-8	10	-3	-10	2	19	5	-1	-7
O=C1c2ccccc2C(Nc2ccc3c(c2)OCCO3)N1c1ccccn1 (stereo not drawn)	-8	-7	9	-6	-6	-4	4	-63	18	-10	46
Cc1ccc[n+](CC(=O)c2ccc(-c3ccccc3)cc2)c1	18	-7	-13	3	-1	-4	-2	19	-2	1	-6
COc1ccc(F)cc1-c1cc(C(=O)NCc2ccc(C(F)(F)F)cc2)[nH]n1	23	-3	x	-5	-6	-3	11	-22	x	4	1
CC(C)NC(=O)N(C)C[C@H]1OCc2cnnn2CCCC(=O)N([C@H](C)CO)C[C@H]1C	-14	7	-1	5	-3	-14	x	13	4	8	-2
CCCCN1C(=O)C(CC(=O)NCc2cccc3ccccc23)CC(C(=O)N2CCOCC2)=C1C (stereo not drawn)	7	4	0	-13	2	-5	-5	-33	6	-24	-4
CCN(CC)C(=O)c1sc(NC(=O)c2cc(-c3ccc(C)s3)nc3ccccc23)c(C(=O)OC)c1C	-7	-2	-8	8	5	21	-1	3	6	12	-2
CN1CCN(C(=O)c2cccc(-c3ccc4nccn4c3)c2)CC1	-2	2	x	-1	-5	-3	3	-14	x	-7	-6
O=C(NCc1ccccn1)C1CC(c2ccccc2Cl)=NO1 (stereo not drawn)	8	-13	8	-3	-9	-7	7	-4	-4	13	-26
COc1ccc(CCN2C(=O)NC(NC(=O)CCc3ccccc3)(C(F)(F)F)C2=O)cc1OC (stereo not drawn)	7	-8	-6	30	-14	-1	-2	-11	-4	7	4
CCOc1ccccc1NC(=S)NNS(=O)(=O)c1c(C)cc(C)cc1C	6	-9	-5	30	5	-1	1	19	-1	5	8
CC(C)c1nnc(NC(=O)Cc2cccs2)s1	16	2	-13	-31	6	-8	-9	1	-6	10	3
CC(=O)C1=C(c2ccccc2)NC(=O)NC1c1ccccc1OCC#N (stereo not drawn)	-14	-155	10	4	-8	-11	x	6	4	3	3
COC(=O)c1sccc1NC(=O)Nc1cccc(F)c1	-1	-8	4	17	-6	-3	x	-5	-1	-4	-40
COc1cccc(-c2noc(CCC(=O)NC3CCCCC3)n2)c1	0	-25	0	-1	-8	21	-7	21	-4	11	1
COc1ccc(C(=O)NCC(c2ccco2)N2CCCCC2)cc1S(=O)(=O)Nc1ccc(C)cc1 (stereo not drawn)	0	-2	-7	2	2	1	-2	28	1	1	23
Cc1ccnc(SCc2cc(=O)c(OC(=O)c3ccc(S(=O)(=O)N(C)C)cc3)co2)n1	-5	-6	7	3	5	6	x	-5	0	5	28
O=C(COC(=O)c1ccc(Br)o1)NC1CCCc2ccccc21 (stereo not drawn)	-2	12	-10	-11	-9	-6	-3	5	2	-10	-4
CCOC(=O)N1CCN(C(=O)C2CCN(C(=O)c3ccccc3C)CC2)CC1	-5	-17	14	-19	22*	-7	6	-19	-2	-3	10
COc1ccc(-c2noc(CN3C(=O)c4ccccc4C3=O)n2)cc1	-21	-10	9	21	6	-12	-3	-19	-3	-25	-36
CCCNC(=O)c1cc(C2CCCCN2S(=O)(=O)c2ccc(OC)cc2)on1 (stereo not drawn)	-5	-4	x	-28	-12	-3	-5	9	x	-9	1
Cc1ccc(S(=O)(=O)N2CCC(C(=O)N3CCC3)CC2)cc1	-1	5	-6	3	-5	16	-2	-18	6	-6	12
COc1ccc(NC(=O)/C(C#N)=C/c2ccc(OCc3ccccc3F)cc2)cc1	2	-1	-7	-8	-3	0	x	-8	-2	8	-11
O=C(COc1ccc(Cl)cc1Cl)NNC(=O)c1cccnc1	-10	-29	4	3	-6	9	11	-7	-3	-14	0
Cc1nc2cc(-c3ccccc3)nn2c(C)c1CCC(=O)N1CCN(c2ccccc2)CC1	-13	18	-5	10	-16	-2	x	39	-2	-2	-27
CCN(CC)CCNC(=O)C(=O)Nc1cc2c3c(c1)CCN3C(=O)CC2	-15	-19	-7	2	-10	-7	17	0	-15	9	2
CCc1nc(CN(C)C(=O)C2CCC(=O)N(Cc3cccc(F)c3)C2)no1 (stereo not drawn)	11	-11	0	-2	2	-27	4	23	0	1	1
COc1ccccc1-c1csc(Cc2nnc3n2CCCCC3)n1	10	-7	3	-7	-4	2	2	11	1	-5	2
O=C1NC(=S)N/C1=C/c1cccc([N+](=O)[O-])c1O	1	4	1	-10	-2	6	x	-10	0	4	4
CCc1ccc(S(=O)(=O)NCc2cn3ccsc3n2)s1	8	-1	4	-16	-1	-5	1	-24	8	19	4
Cc1ccc(S(=O)(=O)Nc2cc(Cl)c(O)c3ncccc23)cc1	1	23	4	68	10	33	-10	-3	19	35	-13
COc1ccc(C(=O)CSc2n[nH]c(-c3ccncc3)n2)cc1[N+](=O)[O-]	-4	-7	-3	20	-1	34	-5	-23	0	1	-7
Cc1ccc(C(=O)N2CCCCC2)cc1NC1=C(Cl)C(=O)N(Cc2ccccc2)C1=O	22	-10	-10	-17	-4	-9	1	30	-6	8	33
O=C(c1c[nH]c2ccccc12)C(O)C(c1ccccc1)N1CCOCC1 (stereo not drawn)	11	-2	0	12	3	-4	-5	-11	2	2	-9
CCN(CC)S(=O)(=O)c1ccc(-n2cnnn2)c(C)c1	2	8	-11	-5	-6	-15	12	9	-1	-8	-1
Cc1cc(C)c(NC(=O)C2CCN(C(=O)c3ccco3)CC2)c(C)c1	-2	-2	4	-4	-9	-12	-4	-8	-4	-2	10
N#CCCN(C(=O)COC(=O)c1cc(=O)[nH]c2ccccc12)c1ccccc1	4	-3	-5	-19	-4	-5	-3	-9	0	-15	9
O=C(CSc1nn(-c2ccc(Cl)cc2)c(=S)s1)N1CCN(C(=O)c2ccco2)CC1	2	22	6	5	-1	-10	22	-13	-7	-1	9
O=C(OCc1ccccc1)C1CCCN1C(=O)c1ccccc1[N+](=O)[O-] (stereo not drawn)	1	-2	-3	-15	-11	-3	56*	3	-2	17	14
COc1ccc([C@H]2C[C@H](n3cc(-c4ccc(F)cc4)nn3)[C@@H](O)CN2Cc2cccs2)cc1	-10	-15	-3	16	-5	2	-4	9	5	-5	21
CC(=O)CCS(=O)(=O)c1ccc(NC(C)=O)cc1	-8	7	2	-2	5	-1	13	7	2	-2	-8
CN(C)S(=O)(=O)c1ccccc1C#N	16	2	15	7	6	-21	-3	-13	4	2	-2
O=C(CSc1nnc(C2CC2)n1Cc1ccco1)NCC(F)(F)F	11	-8	-6	-21	-3	-4	-3	-24	1	4	-13
O=C(O)c1ccc(CSc2nnc(Cc3ccccc3)o2)cc1	3	-14	-6	-6	-10	-2	1	-8	2	6	18
CC(NC(=O)Nc1ccccc1Cl)c1ccc2c(c1)OCO2 (stereo not drawn)	12	-3	-1	15	2	-11	x	0	1	7	-2
CC(=O)c1ccc(S(=O)(=O)N2CCN(CC(=O)Nc3ccnn3C3CCCC3)CC2)cc1	-17	0	-2	-1	2	-9	17	-6	8	-20	13
Cc1ccc(Oc2ccc(OCC(=O)Nc3ccncc3)cc2)cc1	72*	40	x	61	-4	17	-38	29	x	32	28
N#C/C(=C\c1ccccc1)c1n[nH]c(Cn2cncn2)n1	-2	-7	-4	-6	-2	-2	1	-6	-9	1	6
COC(=O)c1sccc1NC(=O)c1ccnn1C	-23	-3	0	-25	11	3	12	16	-4	15	-1
CC(C)N(C(=O)COC(=O)c1ccc(O)cc1)C(C)C	-2	-2	12	13	-5	-12	x	-8	-2	19	-18
COc1cc(CN2CCNC(=O)C2CC(=O)N2CCCN(C(C)=O)CC2)cc(OC)c1 (stereo not drawn)	6	-22	7	11	1	-7	3	-17	-4	17	5
CN1CCN(S(=O)(=O)c2cccc(C(=O)Nc3ccc(Br)cc3Br)c2)CC1	36	15	1	-10	-12	19	-3	36	7	23	16

Looked up one by one from the list above:
SMILES	COUP-TFII inh	NCOA1 inh	TLR9-MyD88 block	LRH-1 inv ag	NOD2-RIPK2 inh	C8 TRAIL sens	Vif imaging	SRC2 inh	LMP1 NFkB inh	SRC3 inh	TROY NFkB inh
CC(NC(=O)Nc1ccccc1Cl)c1ccc2c(c1)OCO2 (stereo not drawn)	12	-3	-1	15	2	-11	x	0	1	7	-2
CN(C)S(=O)(=O)c1ccccc1C#N	16	2	15	7	6	-21	-3	-13	4	2	-2

Following part:
SMILES	COUP-TFII inh	NCOA1 inh	TLR9-MyD88 block	LRH-1 inv ag	NOD2-RIPK2 inh	C8 TRAIL sens	Vif imaging	SRC2 inh	LMP1 NFkB inh	SRC3 inh	TROY NFkB inh
C[n+]1ccc(/C=C/c2c[nH]c3ccc(F)cc23)cc1	38*	18	-12	15	-3	-9	i	-9	11	-8	20
CC1CCN(c2ccc(S(=O)(=O)N3CCC(C)CC3)cc2N)CC1	15	-8	2	17	3	14	-4	16	16	17	17
Cc1ccc(CSc2nnc(Cn3c(=O)sc4ccccc43)n2C)cc1	9	5	-10	-39	2	-21	2	-14	22	10	-9
Cc1ccc(Cn2c(=O)c3cccnc3n(CC(=O)Nc3cccc(C(F)(F)F)c3)c2=O)cc1	11	12	-2	5	-14	-16	-6	-7	1	4	17
CCN(c1ccccc1)S(=O)(=O)c1ccc2c(c1)N(C(C)=O)CCO2	3	10	0	5	7	-3	-4	-16	0	1	5
O=C(c1cc2cc(Br)ccc2[nH]1)N1CCc2ccccc21	-5	-36	17	-16	4	-17	0	-15	-6	-44	22
CCn1c(SCC(=O)Nc2cccnc2Cl)nnc1-c1ccccc1	-9	-10	7	18	-15	-13	-1	18	4	9	-1

Only part of the results is shown; the hit share may differ from the screen's.
